# UbGFP stabilizer: ubiquitin-GFP accumulation via proteasome inhibition; Ubiquitin-GFP reporter cells, proteasome inhibition, GFP fluorescence; response scale: untreated = 0%, 10 µM MG-132 = 100%; Potency, µM (titrated, usually from 45.9 µM), for the others: at the top dose activation (GFP accumulation), actives largely listed as activators; 67,000 tested, under 10 active; AID 526; active means well fitted activation curve with a large enough effect, not every such curve was filed as active; inconclusive means small, poorly fitted or top-dose-only effect, or another doubt; inactive means no such curve, though single readings can be large or run the other way; further: potency means the concentration at half of the fitted maximal effect
#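 U2OS cells expressing ubiquitin(G76V)-GFP, seeded overnight in 0.5% FBS medium, then treated 4 hr at 37 C across 46 uM to 2.9 nM. GFP-positive cells counted by laser cytometry (488 ex/515 em); %activity scaled between basal and 10 uM MG-132.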
# TexasRed autofl: compounds fluorescent in Texas Red spectral region | Compound fluorescence, Texas Red channel, 547/618 nm; hits give high values | max dye-equivalent concentration, M | 0.06% of 59,000 active | AID 587; in the data active means max dye-equivalent concentration above about 10 nM; inconclusive means between about 1.1 nM and that limit
#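 Fluorescence at ex 547/em 618 nm, normalized against an on-plate Texas Red standard series to give dye-equivalent concentration per compound concentration. Buffer 100 mM Tris, pH 8.0; 15 min RT incubation before CCD imaging.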
# 4MU fluor: compounds fluorescent in 4-MU spectral region. AID 589. compound autofluorescence, 340/450 nm, 4-MU equivalents; hits give high values. 11% of 59,000 active. max dye-equivalent concentration, M; in the data active means max dye-equivalent concentration above about 10 nM; inconclusive means mostly about 1.1 nM to 9.6 nM
#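 Compounds in 100 mM Tris, pH 8.0, incubated 15 min at room temperature, then fluorescence read at 340 nm excitation/450 nm emission. Signal converted to 4-MU dye-equivalent concentration using an on-plate six-point 4-MU standard curve.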
# Pol III holo inh: DNA polymerase III holoenzyme inhibition. reconstituted DNA polymerase III holoenzyme replication, biochemical. Potency, µM (top dose mostly 57.1 µM), without a hit: at the highest dose activity change, negative = inhibition. 0.25% of 71,000 active. AID 603; further: potency means the concentration at half of the fitted maximal effect; on the % scale 0 is the no-effect control and ±100 the full control effect
#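 Reconstituted *E. coli* holoenzyme (0.35 nM Pol III, 1 nM beta, 154 nM SSB, 2 nM primase) was preincubated with compound for 15 min at RT. Synthesis on 1.4 nM ssM13Gori ran 35 min, then was stopped with PicoGreen/EDTA and read as dsDNA fluorescence.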
# HADH2 inhib: inhibitors of human HADH2 dehydrogenase; Potency, µM (titrated, usually from 57.1 µM), for the others: at the highest dose activity change, negative = inhibition, actives largely listed as inhibitors; AID 886; 3.4% of 73,000 active; recombinant HADH2, NADH fluorescence, beta-hydroxybutyryl-CoA; Q99714; further: potency means the concentration at half of the fitted maximal effect; on the % scale 0 is the no-effect control and ±100 the full control effect; nearly all actives have a fitted effect of over 60% in size; many of its hits are not listed in these tables
# Target sequence (Q99714 whole entry, looked up, one chain of several): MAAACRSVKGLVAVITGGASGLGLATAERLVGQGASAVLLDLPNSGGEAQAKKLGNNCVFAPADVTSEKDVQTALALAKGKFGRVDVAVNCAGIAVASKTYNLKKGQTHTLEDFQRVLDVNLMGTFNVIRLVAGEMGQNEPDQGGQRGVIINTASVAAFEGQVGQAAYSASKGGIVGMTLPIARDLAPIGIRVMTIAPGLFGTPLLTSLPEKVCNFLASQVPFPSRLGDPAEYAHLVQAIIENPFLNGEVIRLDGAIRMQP
#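 Buffer 100 mM Tris-HCl pH 9.0/0.01% Tween-20; HADH2 20 nM; NAD+ 1 mM; beta-hydroxybutyryl-CoA 90 uM (all final). 15 min cpd preincubation, RT.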
# 15-hLO inh: inhibitors of human 15-lipoxygenase (ALOX15) | P16050 | 1.4% of 74,000 active | purified 15hLO-1, xylenol orange hydroperoxide absorbance | Potency, µM (top dose mostly 57.1 µM), for the others: top-dose activity change, negative = inhibition, hits mostly inhibitors; further: potency means the concentration at half of the fitted maximal effect; on the % scale 0 is the no-effect control and ±100 the full control effect; nearly all actives have a fitted effect of over 55% in size
# Target sequence (P16050 whole entry, looked up): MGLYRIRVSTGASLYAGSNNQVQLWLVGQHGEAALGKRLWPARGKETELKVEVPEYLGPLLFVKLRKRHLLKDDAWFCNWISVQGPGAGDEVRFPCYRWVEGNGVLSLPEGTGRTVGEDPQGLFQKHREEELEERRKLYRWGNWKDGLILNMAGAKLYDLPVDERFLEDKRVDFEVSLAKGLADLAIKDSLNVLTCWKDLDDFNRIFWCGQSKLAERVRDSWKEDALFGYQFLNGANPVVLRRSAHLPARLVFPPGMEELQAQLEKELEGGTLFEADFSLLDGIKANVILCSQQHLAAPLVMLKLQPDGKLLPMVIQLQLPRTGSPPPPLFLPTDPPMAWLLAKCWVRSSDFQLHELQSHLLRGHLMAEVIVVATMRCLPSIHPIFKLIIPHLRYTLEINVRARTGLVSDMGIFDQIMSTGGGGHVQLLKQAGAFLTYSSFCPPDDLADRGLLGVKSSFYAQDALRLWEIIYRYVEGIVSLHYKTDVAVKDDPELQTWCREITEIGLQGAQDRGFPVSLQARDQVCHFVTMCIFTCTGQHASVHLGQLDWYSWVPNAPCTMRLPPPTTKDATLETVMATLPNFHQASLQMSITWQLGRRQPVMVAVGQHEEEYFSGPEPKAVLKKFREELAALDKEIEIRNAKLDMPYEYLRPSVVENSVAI
#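 Purified human 15hLO-1 (40 nM final) in 25 mM Hepes pH 7.5, 0.01% Triton X-100 was preincubated with compound 15 min at room temperature, then reacted 6 min with 50 uM arachidonic acid; hydroperoxide detected by Fe-XO, 573/405 nm absorbance ratio.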
# Rhodamine fluor: rhodamine region autofluorescence; 0.05% of 59,000 active; max dye-equivalent concentration, M; Rhodamine-region fluorescence, 547/598 nm, Tris buffer; hits give high values; in the data active means max dye-equivalent concentration above about 11 nM; inconclusive means between about 1.1 nM and that limit
#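 qHTS spectral profiling of compounds without any target or enzyme present, in pH 8.0 Tris buffer; plates were read after a 15-minute room-temperature incubation using the rhodamine-region filter set.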
# HBB splice mod: alters splicing of the hemoglobin beta chain. HBB splicing reporter cell assay, activation; EGFP reporter with mutant IVS2-654 intron; response scale: normalised to 500 nM splice-correcting PNA. AID 925. 0.06% of 65,000 active. Potency, µM (series often up to 46.1 µM), for inactives: top-dose activation, most hits filed as activators; further: potency means the concentration at half of the fitted maximal effect; 0% is about no effect
#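 HeLa cells stably expressing EGFP interrupted by mutant beta-globin intron 2 (IVS2-654), 500/well in 2% FCS. Treated with compound for 2 days at 37C. Splicing correction scored as total well GFP intensity (488 nm excitation, 500-520 nm emission); 500 nM antisense PNA served as control.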
# GFP derepression: epigenetic GFP locus derepression in mouse cells. Potency, µM (titrated, usually from 46.1 µM), for inactives: top-dose GFP derepression (activation). AID 597. 0.09% of 68,000 active. mouse C127i GFP locus derepression, cytometry, 30 h; further: % of control where 0% means no effect
#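 Locus derepression in mouse mammary C127i cells whose integrated CMV-GFP reporter is normally silent; GFP expression after 30 h compound treatment was quantified by counting fluorescent cells.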
# Fluorescein fluor: fluorescein region autofluorescence | max fluorescein-equivalent concentration, M | Compound autofluorescence, 480/540 nm, fluorescein-equivalent; hits give high values | 0.91% of 59,000 active; in the data active means max fluorescein-equivalent concentration above about 10 nM; inconclusive means between about 1.1 nM and that limit
#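 Read-out is intrinsic compound fluorescence at 480/540 nm (excitation/emission), expressed as dye-equivalent concentration using a fluorescein standard series run on every plate. Compounds sat 15 min at room temperature in 100 mM Tris, pH 8.0.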
# Hsp90 Hop PPI: changes Hsp90-Hop TPR2A binding signal, up or down; Potency, µM (highest dose often 57 µM), inactives show at the highest dose activity change, negative = inhibition; AID 595; AlphaScreen TPR2A-His6 binding biotin-Hsp90 C-terminal peptide; 0.44% of 71,000 active; active means well fitted curve in either direction with a large enough effect; inconclusive means small, poorly fitted or top-dose-only effect, or another doubt; further: potency means the concentration at half of the fitted maximal effect; on the % scale 0 is the no-effect control and ±100 the full control effect; many of its hits are not listed in these tables
# * = called active by the depositor; i = inactive; ? = inconclusive; . = no result given; & = joins results of further samples; [ ] = remark or other dose. Unless noted, the call rests on the fitted dose curve; in most records, active means well fitted curve in the direction sought with a large enough effect; inconclusive means small, poorly fitted or top-dose-only effect, or another doubt; inactive means no such curve, though single readings can be large; an effect the other way counts as inactive or inconclusive. An excerpt, so the mix of outcomes need not match the whole.
SMILES,UbGFP stabilizer,TexasRed autofl,4MU fluor,Pol III holo inh,HADH2 inhib,15-hLO inh,Rhodamine fluor,HBB splice mod,GFP derepression,Fluorescein fluor,Hsp90 Hop PPI
O=C(O)c1cc2cc(Cc3cccnc3)ccc2o1,-6%,i,i,-3%,-21%,4%&10%,i,-1.0%,-1%,i,-5%
CSc1nc(C)cc(Nc2ccc(O)c(CN3CCOCC3)c2)n1,2%[9.17 µM],i,i,-6%[11.4 µM],5%[11.4 µM],25%[11.4 µM],i,3.9%[9.22 µM],-1%[9.22 µM],i,?
CC1(C)CC(=O)CC(=Nc2ccc(C(=O)O)cc2)C1,0%,i,?,0%,3%,-6%,i,2.2%,-1%,?,-5%
COCc1cc(C)nc(NC2CCCCC2)c1C#N,-2%,?,8.4e-07M*,-6%,-193%,-6%,i,-5.2%,3%,i,13%
O=C(OCCOCCO)c1ccccc1Nc1cccc(C(F)(F)F)c1,-7%[20.5 µM],i,3.7e-08M*,-30%[25.6 µM],-3%[25.6 µM],-4%[25.6 µM],i,-0.8%[20.6 µM],7%[20.6 µM],?,0%[26 µM]
COC(=O)c1sccc1NC(=O)c1csc(C)c1,2%,i,i,-6%,-5%,-13%,i,-1.1%,-2%,i,10%
Cc1ccc(-c2nnc(SCC(=O)N3CCCc4ccccc43)n2N)cc1,-2%,i,i,0%,1%,-1%,i,-5.5%,-2%,i,-1%
COc1ccc(COC(=O)c2nc3nc(C)cc(C)n3n2)cc1F,3%,i,i,2%,4%,4%,i,-4.9%,-2%,?,-5%
CCOC(=O)N1CCC(NC(=O)c2ccc3c(c2)N(CC)CCS3)CC1,22%,.,.,1%,-12%,?,.,1.0%,0%,.,?
CCOC(=O)Nc1ccc(OC)cc1S(=O)(=O)N1CCCCC1,0%,i,i,-4%,-9%,9%,i,0.1%[57.5 µM],2%,i,0%
CC(=O)c1cccc(NC(=O)N2CCc3ccccc3C2)c1,-2%,i,i,0%,5%,-3%,i,1.5%,3%,i,-3%
Cc1occc1C(=O)Nc1cccc(C(=O)NCc2ccccc2)c1,-2%,i,i,-1%,6%,-5%,i,-3.2%,1%,i,-4%
COCCn1c(=O)cnc2cnc(OCc3ccccc3)nc21,-2%,i,i,-9%,-7%,5%,i,0.2%,0%[9.22 µM],i,-2%
Cc1ccc(S(=O)(=O)N2c3ccccc3NC(=O)C2CC(=O)Nc2ccccc2)cc1 (stereo unspecified),3%,i,i,-3%,9%,-5%,i,.,1%,i,-1%
CN(C)CCN1C(=O)c2oc3ccc(Cl)cc3c(=O)c2C1c1cccc(Br)c1 (stereo unspecified),21%,?,i,2%,3%,10%,i,4.2%,-2%,?,-6%
Cc1ccc(C)c(NC(=O)Cn2nc(C)c3ccccc3c2=O)c1,-1%,i,i,-4%,-5%,-1%,i,.,0%,i,-1%
COc1ccccc1-c1cncnc1NCc1cccs1,2%,i,i,9%,7%,8%,i,1.7%,5%[9.22 µM],i,4%
COc1ccccc1N1CCN(C(=O)c2cc(-c3ccc4c(c3)OCO4)on2)CC1,7%,i,i,-2%,4%,-15%,i,-3.4%,4%,?,-3%
CCOC(=O)C1CCCN(c2nc3ccccc3nc2C(C#N)C(=O)OC(C)C)C1 (stereo unspecified),.,i,1.1e-08M*,.,.,.,i,.,2%[20.6 µM],2.3e-07M*,.
COc1ccc(-c2nnc3c4ccccc4c(C)nn23)cc1S(=O)(=O)N1CCN(CCO)CC1,4%,i,i,-14%,-11%,1%,i,-3.0%[57.5 µM],-2%,i,-13%
CCCCn1c(=O)c(C(=O)OCC)c(O)c2ccccc21,0%,i,i,-1%,-6%,1%,i,0.0%[57.5 µM],3%,i,3%
CC(=O)C1C(c2cn(-c3ccccc3)nc2-c2cccs2)NC(=O)NC1(O)C(F)(F)F (stereo unspecified),-7%,i,i,2%,-6%,-5%,i,-0.3%,4%,i,-6%
CC(C)CC(NC(=O)C1CCC(C)CC1)C(=O)Nc1cccnc1 (stereo unspecified),6%,i,i,-1%,10%,-5%,i,-0.3%,0%,i,3%
CC(C)NC(=O)c1cc2cc(Br)ccc2oc1=O,-4%,?,i,-4%,3%,-12%,i,-0.2%[57.5 µM],?,?,-1%
COc1cc(S(=O)(=O)N2CCN(c3ccccc3)CC2)ccc1Cl,-9%,.,.,0%,5%,-2%,.,-0.3%,3%,.,0%
# Further structures follow.
SMILES,UbGFP stabilizer,TexasRed autofl,4MU fluor,Pol III holo inh,HADH2 inhib,15-hLO inh,Rhodamine fluor,HBB splice mod,GFP derepression,Fluorescein fluor,Hsp90 Hop PPI
Cc1cnn(-c2cc(Oc3ccccc3)ncn2)c1,4%,i,i,-3%,7%,12%,i,0.3%,0%,?,7%
COc1cc(C2c3c(oc4ccc(C)cc4c3=O)C(=O)N2c2cc(C)ccn2)cc(OC)c1OC (stereo unspecified),0%,i,i,-1%,16%,9%,i,-0.2%[57.5 µM],2%,i,2%
O=C(COc1ccccc1Cl)NCc1ccncc1,3%,.,.,0%,-1%,4%,.,0.0%,-2%,.,0%
Cc1cc(=O)[nH]c(SCCOc2cccc(C(F)(F)F)c2)n1,-4%,i,i,2%,12%,2%,i,0.5%,2%,?,5%
Cc1ccc2[nH]c3c(=O)n(CCN4CCNCC4)cnc3c2c1,3%,?,?,-7%,-5%,-3%,i,-1.5%[1.84 µM],0%,i,-2%
CC(=O)Nc1cccc(NC(=O)CSc2nnc(Cc3cccn3C)n2-c2ccc(F)cc2)c1,-4%,i,i,-3%,3%,-7%,i,-0.6%,2%,i,-5%
Cc1nc2c(-c3ccc(F)cc3)c(C)nn2c(C)c1CCC(=O)N1CCN(c2ccccn2)CC1,-3%,.,.,-4%,10%,0%,.,0.2%,.,.,-4%[2.3 µM]
O=C(Nc1ccn(-c2ccccc2)n1)c1ccc(S(=O)(=O)N2CCCCCC2)cc1,4%,i,i,1%,-12%,-17%,i,3.1%,-2%,i,9%
O=C(O)CCSCc1ccccc1,12%[9.17 µM],i,i,2%[11.4 µM],11%[11.4 µM],0%[11.4 µM],i,2.0%[9.22 µM],0%[9.22 µM],?,4%[11 µM]
Cc1ccc2c(c1)-c1c(cnn1CC(=O)N1CCCN(Cc3ccccc3F)C1)CO2,6%,.,.,-1%,-1%,0%,.,-0.1%,-4%,.,-6%
O=C(O)c1ccc2[nH]c3c(c2c1)CSCC3,0%,i,i,-2%,?,-14%,i,-0.5%,10%,i,-4%
Cc1nn(C)c(C)c1S(=O)(=O)N1CCCC(C(=O)NCC2COc3ccccc3O2)C1 (stereo unspecified),6%,.,.,-5%,-16%,-2%,.,0.1%,-2%,.,-5%
O=C(NCc1ccccc1)N(Cc1cc2cc3c(cc2[nH]c1=O)OCCO3)CC1CCCO1 (stereo unspecified),1%,i,3.3e-07M*,-3%,?,-12%,i,-0.2%,-2%,?,-3%
CCOC(=O)N1CCN(C(=O)C(NC(=O)c2ccc(CC)cc2)C(C)C)CC1 (stereo unspecified),-4%,i,i,-6%,9%,3%,i,-2.8%,0%,?,-3%
CC(=O)c1cc2c(O)c(O)ccc2o1,5%,i,2.4e-08M*,-8%,?,-14%,i,0.1%,2%,i,-7%
Cc1ccc(-c2nnc(N(C)C(=O)c3ccncc3)s2)cn1,1%,i,i,-6%,19%,5%,i,.,0%,i,0%
O=C(NCC1CCCO1)C1CCN(S(=O)(=O)c2cccc3cccnc23)CC1 (stereo unspecified),12%,.,.,2%,2%,4%,.,0.2%,2%,.,1%
COc1ccc(Cl)cc1N(CC(=O)N1CCN(Cc2ccccc2)CC1)S(C)(=O)=O,11%,.,.,1%,0%,12%,.,0.6%[9.22 µM],0%,.,-1%
Cc1cccc(NC(=O)c2cc(S(=O)(=O)NCc3ccco3)ccc2F)c1C,-1%,?,i,4%,2%,-1%,i,3.6%[1.84 µM],0%,i,1%
CC1CCCCC1N=CC1=C(O)CC(C)(C)CC1=O (stereo unspecified),6%,.,.,-9%,-5%,16%,.,0.0%[9.22 µM],0%,.,0%
COc1ccc(CC(NC(C)=O)C(=O)NC2CCN(C(=O)Nc3ccc(C#N)cc3)CC2)cc1OC (stereo unspecified),1%,i,i,4%,1%,1%,i,-1.2%,1%,?,-5%

# Ordered by the number under Pol III holo inh (largest number first): three from the list above
molecule | Pol III holo inh
COc1ccccc1-c1cncnc1NCc1cccs1 | 9%
CC(=O)Nc1cccc(NC(=O)CSc2nnc(Cc3cccn3C)n2-c2ccc(F)cc2)c1 | -3%
Cc1nc2c(-c3ccc(F)cc3)c(C)nn2c(C)c1CCC(=O)N1CCN(c2ccccn2)CC1 | -4%
